KCNK3 inh – human KCNK3 channel inhibition, primary screen; CHO-KCNK3 thallium flux, FluxOR fluorescence; active compounds read low; B-score at 10 µM; 340,000 compounds, 0.84% hits;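 active = B-score under library mean minus 4 SD, starting fluorescence ratio at most library mean plus 5 SD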;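 note: more negative B-score means stronger inhibition of thallium flux through KCNK3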
DYRK1A inh – Dyrk1A (rat) kinase inhibition | Q63470 | ADP-Glo luminescence, NFATc1 peptide | inhibition, % at 12.5 µM | 310,000 compounds, 0.43% hits | AID 504441; in the data active = inhibition above about 50%;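 note: plate controls were vehicle with enzyme for no effect and no enzyme for full effect; many of its hits are not listed in these tables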
PolyA inh – inhibitors of polyadenylation in S. cerevisiae; S. cerevisiae SKY197-pL101 polyadenylation reporter, beta-gal luminescence; efflux-impaired pdr1/pdr3 knockout yeast; score 100 = 6 SD above DMSO; calls only at 12 µM; 300,000 compounds, 0.02% hits;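 active = lowest replicate activity score at least 50, where 100 means six control SD above control mean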;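 note: yeast exposed to compound for 9 h at 30 °C; higher score means more reporter readthrough which indicates perturbed polyadenylation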
GSK3B inh – blocks human GSK3beta kinase activity. P49841. GST-GSK3beta kinase, ADP-Glo luminescence, 60 min; active compounds read low. activity score (negative = inhibition), % at 10 µM. 300,000 compounds, 0.038% hits;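 active = more than half of replicate wells score below -50%, meaning over 50% inhibition versus plate controls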;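 note: 0% = median DMSO wells and -100% = median GW8510 positive control wells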
Target sequence (P49841 whole entry, looked up): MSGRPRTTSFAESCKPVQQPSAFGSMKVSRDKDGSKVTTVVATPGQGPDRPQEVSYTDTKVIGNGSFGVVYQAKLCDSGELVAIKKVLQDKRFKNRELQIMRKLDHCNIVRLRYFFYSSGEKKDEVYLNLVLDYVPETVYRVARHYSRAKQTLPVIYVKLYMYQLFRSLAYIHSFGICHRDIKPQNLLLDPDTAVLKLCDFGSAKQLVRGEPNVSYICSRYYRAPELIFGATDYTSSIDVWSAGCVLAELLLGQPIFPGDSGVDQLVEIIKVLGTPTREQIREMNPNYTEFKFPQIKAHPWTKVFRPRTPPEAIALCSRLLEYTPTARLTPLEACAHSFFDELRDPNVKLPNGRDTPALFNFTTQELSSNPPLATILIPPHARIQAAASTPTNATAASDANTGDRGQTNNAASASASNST
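Test system – GST-tagged human GSK3beta kinase, cell-free · Incubation – 60 min enzyme reaction, room temperature · Signal – ADP-Glo luminescence · Also added – peptide substrate and ATP at 25 µM · Controls – DMSO neutral wells and GW8510 at 20 µM as positive · Buffer or medium – Tris/MgCl2 kinase buffer · Measure – Luminescence-derived activity versus plate DMSO and GW8510 wells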
RGS4 pot – RGS4 potentiation or activation. HEK293 M3R/inducible RGS4, carbachol calcium flux Fluo4; active compounds read low. B-score at 10 µM. 310,000 compounds, 0.92% hits. AID 463111;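 active = B-score of the integrated calcium signal more than 4 SD below the library mean, with starting fluorescence not abnormally high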;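 note: negative B-score means reduced calcium response which marks RGS4 activation or potentiation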
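Test system: HEK293 cells with stable M3R and inducible RGS4; also added: carbachol at ECmax as muscarinic agonist stimulus; schedule: dye loading 30 min 37 °C, buffer rest 30 min RT; technique: kinetic calcium fluorescence imaging with Fluo4-AM dye, 2 µM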
GSK3A inh – human GSK-3 alpha kinase inhibition; ADP-Glo luminescence, 60 min; 320,000 compounds, 0.1% hits; inhibition, % at 10 µM; P49840;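 in the data active = inhibition above about 50%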;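 note: GST-tagged GSK-3 alpha with peptide substrate and 25 µM ATP; 0% = DMSO neutral wells and 100% = GW8510 positive control wells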
KCNQ1 inh – inhibitors of human KCNQ1 potassium channel; P51787; CHO-K1 KCNQ1, FluxOR thallium flux fluorescence; active compounds read high; B-score at 10 µM; 310,000 compounds, 1.3% hits;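 active = compounds whose thallium flux B-score, printed positive for inhibition, exceeds three library SD while starting fluorescence stays within three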;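 note: channel opened by potassium depolarization with thallium stimulus after 20 min compound exposure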
Target sequence (P51787 whole entry, looked up): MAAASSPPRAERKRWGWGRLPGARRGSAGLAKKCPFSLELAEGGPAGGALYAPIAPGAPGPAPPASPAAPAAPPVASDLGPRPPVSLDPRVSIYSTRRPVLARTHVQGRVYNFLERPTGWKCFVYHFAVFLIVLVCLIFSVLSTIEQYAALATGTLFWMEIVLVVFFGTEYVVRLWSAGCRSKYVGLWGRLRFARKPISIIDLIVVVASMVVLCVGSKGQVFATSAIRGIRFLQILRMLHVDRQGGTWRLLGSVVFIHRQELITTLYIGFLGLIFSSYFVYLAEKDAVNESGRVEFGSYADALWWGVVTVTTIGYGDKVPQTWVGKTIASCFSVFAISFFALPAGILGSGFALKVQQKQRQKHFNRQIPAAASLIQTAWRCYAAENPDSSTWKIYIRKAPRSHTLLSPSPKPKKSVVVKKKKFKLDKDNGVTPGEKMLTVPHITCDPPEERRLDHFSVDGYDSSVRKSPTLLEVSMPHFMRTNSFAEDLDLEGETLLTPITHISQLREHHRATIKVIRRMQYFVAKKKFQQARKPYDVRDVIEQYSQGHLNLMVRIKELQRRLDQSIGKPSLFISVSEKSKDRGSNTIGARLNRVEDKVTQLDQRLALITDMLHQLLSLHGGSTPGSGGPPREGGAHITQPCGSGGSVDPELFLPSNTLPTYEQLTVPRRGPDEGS
KCNQ1 pot – potentiators or activators of human KCNQ1 potassium channel; CHO-K1 KCNQ1, thallium flux FluxOR fluorescence; active compounds read high; B-score at 10 µM; 310,000 compounds, 0.35% hits; AID 2648;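 active = fluorescence ratio B-score, a plate-corrected score, at least three library SD, with initial intensity B-score within 5 SD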
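System: CHO-K1 cells stably expressing KCNQ1 / Medium: assay buffer for compound exposure, DMSO matched across wells / Reagent: thallium- and potassium-containing depolarizing buffer / Compound: one concentration, matched DMSO / Incubation: 20 min compound pretreatment at room temperature / Measured by: kinetic FluxOR fluorescence, 10 s baseline plus 110 s post-stimulus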
KCNK9 inh – human KCNK9 channel inhibition. B-score at 10 µM. Q9NPC2. AID 488922. HEK293 KCNK9, FluxOR thallium flux fluorescence; active compounds read low. 310,000 compounds, 1.2% hits;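 active = ratio B-score over 3 SD below the library mean, with starting fluorescence within 5 SD of its mean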;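 note: negative B-score means less thallium flux so channel inhibition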
hERG rescue – hERG (human) protection from proarrhythmic block; 310,000 compounds, 0.51% hits; activation (rescue from dofetilide block), less the hit threshold, % at 10 µM; CHO-hERG, FluxOR thallium flux, dofetilide IC70 present; Q12809;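 active = activation above the mean of controls blocked by dofetilide plus 5 SD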;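 note: thallium influx through hERG after potassium depolarization seen as dye fluorescence rise; in these data hits start at about 4.7%; inactives centre near -7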
RGS4 inh – human RGS4 inhibition | 310,000 compounds, 0.45% hits | AID 463165 | HEK293 M3R/RGS4 inducible, Fluo-4 calcium flux; active compounds read high; triggered by carbachol at its EC20 | B-score at 10 µM | P49798;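 active = B-score, a plate-corrected calcium signal, over three deviations above library mean, with baseline fluorescence within five deviations of library mean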;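 note: RGS4 expression induced by doxycycline in cells with stable M3 receptor; B-score is computed from the integrated fluorescence ratio over baseline after carbachol; higher B-score means a larger calcium signal and so more RGS4 inhibition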
An asterisk follows results filed as active; i = inactive; x = no result given. An excerpt; count on the stated rates, not on these rows.

Results follow in this order: KCNK3 inh | DYRK1A inh | PolyA inh | GSK3B inh | RGS4 pot | GSK3A inh | KCNQ1 inh | KCNQ1 pot | KCNK9 inh | hERG rescue | RGS4 inh
c1ccc(-c2nnc(SCC3CCCCO3)nc2-c2ccccc2)cc1 (stereo not drawn)
  i | 0 | i | 5 | i | 1 | i | i | i | -10 | i
COc1ccc(C(=O)NC(C)c2nc3ccccc3n2C)cc1OC (stereo not drawn)
  i | -7 | i | -3 | i | 3 | i | i | i | -10 | i
Cc1cc(Nc2cc(C(=O)O)ccc2C)n2ncnc2n1
  i | 4 | i | 0 | i | x | i | i | i | -7 | i
O=C(/C=C/c1ccc(S(=O)(=O)N2CCOCC2)cc1)NCCCn1ccnc1
  i | -8 | i | 3 | i | 0 | i | i | i | -13 | i
O=C1NC2(CCCCC2)C(=O)N1/N=C/c1ccc(O)cc1O
  i | 0 | i | -2 | i | -1 | i | i | i | -13 | i
O=C(NC(=O)N1CCN(c2cccc(Cl)c2)CC1)c1ccc(Cl)cc1
  i | 0 | i | 5 | i | -5 | i | i | i | -10 | i
COc1ccccc1NC(=O)CSc1nnnn1-c1ccccc1F
  i | 0 | i | 0 | i | -1 | i | i | i | -7 | i
CCc1cccc2c1NC(=O)C2(O)N1CCCC(C)C1 (stereo not drawn)
  i | 5 | i | 0 | i | -1 | i | i | i | -8 | i
Cc1ccc(NC(=O)CNC(=O)c2ccc(Br)o2)nc1
  i | x | i | 2 | i | -2 | i | i | i | -7 | i
COc1ccc(-n2c(Cc3cccn3C)nnc2SCC(=O)Nc2ccc(C)cc2)cc1
  i | 0 | i | 1 | i | x | i | i | i | -6 | i
Cc1c(C)n2c(SCC(=O)Nc3ccc4c(c3)OCCO4)nnc2[nH]c1=O
  i | 19 | i | 3 | i | x | i | i | i | -4 | i
Cn1c(COc2ccccc2)nnc1SCC(=O)NNC(=O)C1CCCCC1
  i | x | i | -2 | i | -2 | i | i | i | -11 | i
N#Cc1ccc(NC(=O)c2sc3cc(C(F)(F)F)cnc3c2-c2cccs2)cc1
  i | 1 | i | -3 | i | 0 | i | i | i | -10 | i
Cc1cc(C(=O)N/N=C/c2cccc(OC(=O)c3ccco3)c2)n[nH]1
  i | 6 | i | -3 | i | -1 | i | i | i | -13 | i
O=C(COc1ccc2ccccc2c1)Nc1cccc(C(=O)Nc2ccccc2C(=O)O)c1
  i | 23 | i | 3 | i | -1 | i | i | i | -33 | i
O=C(CNC(=O)N1CC(=O)Nc2ccccc21)NCc1ccccc1
  i | 2 | i | 4 | i | 3 | i | i | i | -10 | i
COc1ccc(NC(=S)N(Cc2ccc(Cl)cc2)Cc2ccc(C(=O)O)cc2)cc1Cl
  i | 0 | i | 0 | i | -4 | i | i | i | -25 | i
Cc1ccc(O)c(C(=O)c2cnc3c(c2)COc2ccccc2-3)c1
  i | 7 | i | -5 | -9.3* | -2 | i | i | -15* | -10 | i
CCOC(=O)c1c(C)[nH]c(N=Nc2cccc(C)c2)c1C
  i | -7 | i | 2 | i | -2 | i | i | i | -11 | i
Cc1ccc(S(=O)(=O)N2CC3CCCN3c3ccc(C(F)(F)F)cc32)cc1 (stereo not drawn)
  i | -3 | i | -1 | i | -2 | i | i | -19* | -12 | i
COc1ccccc1OCCN1C(=O)S/C(=C\c2ccco2)C1=O
  i | 7 | i | -2 | i | 3 | i | i | i | -12 | i
CS(=O)(=O)N1CCN(c2ccc(NC(=O)c3ccc(Br)o3)cc2)CC1
  i | 6 | i | 0 | i | 0 | i | i | i | -4 | i
COc1ccc(C(=O)N2N=C(c3cccs3)CC2c2ccccc2O)cc1 (stereo not drawn)
  i | 3 | i | 0 | i | -14 | i | i | i | -6 | i
COc1ccc(C(CCNCc2ccccc2F)c2ccc(F)cc2)cc1 (stereo not drawn)
  i | -3 | i | 0 | i | -3 | i | i | i | -12 | i
Cc1cc(=O)[nH]c2ccc(Cl)cc12
  i | 38 | i | 3 | i | -1 | i | i | i | -12 | i
COc1ccc(O)c(C(=O)c2cnc3c(c2)c(=O)[nH]c(=O)n3C)c1
  i | 1 | i | 0 | i | -7 | i | i | i | -5 | i
CN(C)S(=O)(=O)c1cccc(NC(=O)CNCC2CCCCC2)c1
  i | -1 | i | 1 | i | 0 | i | i | i | -19 | i
Cc1ccc(C(C)C)cc1S(=O)(=O)Nc1ccncc1
  i | 1 | i | 0 | i | -1 | i | i | i | -1 | i
Cc1ccc(SCC(=O)Nc2ccc3c(c2)OCCO3)cc1
  i | 4 | i | 3 | i | -2 | i | i | i | -5 | i
COc1ccccc1/C=C/C=N/n1c(-c2ccncc2)n[nH]c1=S
  i | -1 | i | 1 | i | 2 | i | i | i | -7 | i
COc1ccc(CCNC(=O)CNC(=O)c2ccccc2Br)cc1OC
  i | -3 | i | -1 | i | -4 | i | i | i | -8 | i
COCC(C)NC(=O)c1cc(S(=O)(=O)N2CCCCC2)ccc1N1CCOCC1 (stereo not drawn)
  i | x | x | -2 | i | -4 | i | i | i | -5 | i
O=C(CSc1c2c(nc3cc(Cl)ccc13)CCCC2)NCc1ccco1
  i | 2 | i | 4 | i | 0 | i | i | i | -21 | i
COc1ccc(/C=N\NC(=O)c2nn(C)cc2Cl)cc1CN1CCOCC1
  i | -2 | i | 1 | i | -1 | i | i | i | -9 | i
COc1ccc(-n2c(=S)[nH]c3cc(C(=O)N(C)Cc4ccccc4)ccc3c2=O)cc1
  i | 2 | i | x | i | 1 | i | i | i | -13 | i
COC(=O)c1cc(OC)c(OC)cc1NC(=O)Nc1ccccc1OC
  i | 0 | i | 1 | i | -1 | i | i | i | -7 | i
CCNc1nc(SCc2ccccc2)nc(N2CCOCC2)n1
  i | 0 | i | 1 | x | 0 | x | x | x | x | x
O=C(NCCN1CCN(c2ccccc2)CC1)c1ccc2c(c1)[nH]c(=S)n1c3ccccc3nc21
  i | x | i | 0 | i | 0 | i | i | i | -9 | i
COc1ccc(NS(=O)(=O)c2c(C)n(C)c(=O)n(C)c2=O)cc1OC
  i | 9 | i | 3 | i | 0 | i | i | i | -4 | i
Cc1cnnc2c1-c1no[n+]([O-])c1CC2
  i | 2 | i | 0 | i | -1 | i | i | i | -2 | i
COc1ccc(/C=N\NC(=O)c2ccccc2F)cc1COc1ccc(F)cc1
  i | -3 | i | 4 | i | 0 | i | i | i | -1 | i
C/C=N/NC(=O)CCNC(=O)c1ccccc1
  i | 0 | i | 0 | i | -2 | i | i | i | -3 | i
CCn1nc(NC(=O)c2ccco2)c2cc3ccc(C)cc3nc21
  i | -3 | i | 1 | i | -8 | i | i | i | -4 | i
O=C(COC(=O)CN1C(=O)NC2(CCCC2)C1=O)Nc1ccccc1C(F)(F)F
  i | 1 | i | -3 | i | -1 | i | i | i | -11 | i
CCn1cc(C(=O)NCCc2ccccc2)c(=O)c2cc(S(=O)(=O)N(C)C)ccc21
  i | 1 | i | 3 | i | -1 | i | i | i | -6 | i
COc1ccc(-n2nc(C(=O)NCC(=O)N3CCN(C)CC3)c3ccccc3c2=O)cc1
  i | 0 | i | 1 | i | 1 | i | i | i | -5 | i
C/C=C/C(=O)OCC(=O)Nc1ccc(SC(F)F)cc1
  i | x | i | 1 | i | -1 | i | i | i | -6 | i
CC1CCN(C(=O)COC(=O)CCCN2C(=O)c3cccc4cccc(c34)C2=O)CC1
  i | 1 | i | -2 | i | x | i | i | i | -10 | i
O=C1CC(c2cccc(Cl)c2)Cc2nc(N3CCOCC3)ncc21 (stereo not drawn)
  i | 2 | i | 3 | i | 2 | i | i | i | -7 | i
O=C(CN1CCN(Cc2ccc(F)cc2)C1=O)NCc1cccs1
  i | 2 | i | 0 | i | 1 | i | i | i | -11 | i
NNC(=O)c1cc2c(ccc3ccccc32)o1
  i | 4 | i | 1 | i | -1 | i | i | i | -8 | i
CCCn1c(SCCN2CCOCC2)nc2c1c(=O)n(C)c(=O)n2C
  i | -6 | i | 0 | i | -1 | i | i | i | -8 | i
N#C/C(=C\c1cccc(Br)c1)C(=O)N1CCCCC1
  i | 2 | i | -6 | i | -3 | i | i | i | -13 | 6.5*
COc1cc(C2C3=C(CCCC3=O)Nc3[nH]n(-c4ccccc4)c(=O)c32)ccc1OC(C)=O (stereo not drawn)
  i | 2 | i | 1 | i | 3 | i | i | i | 0 | i
Cc1ccc2[nH]c3c(Cl)ncnc3c2c1
  i | 17 | i | 3 | i | -2 | i | i | i | -6 | i
COc1ccc(N2C(=O)CCC2(C#N)c2ccc(Br)cc2)cc1 (stereo not drawn)
  i | 0 | i | 4 | i | -1 | i | i | i | -13 | i
COc1ccc(/C=C/C(=O)N(C)C2(C)CCS(=O)(=O)C2)cc1 (stereo not drawn)
  i | -6 | i | 3 | i | 3 | i | i | i | -5 | i
O=C(Nn1cc(C(=O)Nc2ccccc2F)c2ccccc2c1=O)c1cnccn1
  i | x | i | 1 | i | -3 | i | i | i | -14 | i
O=C(CSc1nnc(-c2ccncc2)n1Cc1ccco1)Nc1cccc(O)c1
  i | 0 | i | -5 | i | 2 | i | i | i | 1 | i
O=C(Cc1ccccc1)NCCSCc1ccccc1
  i | 2 | i | -2 | i | -3 | i | i | i | -5 | i
CC(C)c1ccc2c(c1)C1Cc3ccccc3C1N2 (stereo not drawn)
  i | -5 | i | 0 | i | -3 | i | i | i | -5 | i
CC(C)OC(=O)CSc1nc2c(cc1C#N)CCCCC2
  i | -2 | i | 2 | i | -2 | i | i | i | 1 | i

Looked up by structure from above, 4 records:
Results follow in this order: KCNK3 inh | DYRK1A inh | PolyA inh | GSK3B inh | RGS4 pot | GSK3A inh | KCNQ1 inh | KCNQ1 pot | KCNK9 inh | hERG rescue | RGS4 inh
N#C/C(=C\c1cccc(Br)c1)C(=O)N1CCCCC1
  i | 2 | i | -6 | i | -3 | i | i | i | -13 | 6.5*
NNC(=O)c1cc2c(ccc3ccccc32)o1
  i | 4 | i | 1 | i | -1 | i | i | i | -8 | i
O=C1CC(c2cccc(Cl)c2)Cc2nc(N3CCOCC3)ncc21 (stereo not drawn)
  i | 2 | i | 3 | i | 2 | i | i | i | -7 | i
O=C(Cc1ccccc1)NCCSCc1ccccc1
  i | 2 | i | -2 | i | -3 | i | i | i | -5 | i

Screening results from PubChem BioAssay.
